ASAP1 GAP inh: inhibitors of human ASAP1 ArfGAP activity; ASAP1-stimulated ARF1 GTP hydrolysis, GDP FP detection; AID 624377; Q9ULH1; inhibition, % at 16.5 µM; 0.19% of 360,000 active; in the data active = inhibition above about 25%;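 also: 0% = vehicle with enzyme and substrate and 100% = no enzyme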
Target sequence (Q9ULH1 325-724 limits assumed): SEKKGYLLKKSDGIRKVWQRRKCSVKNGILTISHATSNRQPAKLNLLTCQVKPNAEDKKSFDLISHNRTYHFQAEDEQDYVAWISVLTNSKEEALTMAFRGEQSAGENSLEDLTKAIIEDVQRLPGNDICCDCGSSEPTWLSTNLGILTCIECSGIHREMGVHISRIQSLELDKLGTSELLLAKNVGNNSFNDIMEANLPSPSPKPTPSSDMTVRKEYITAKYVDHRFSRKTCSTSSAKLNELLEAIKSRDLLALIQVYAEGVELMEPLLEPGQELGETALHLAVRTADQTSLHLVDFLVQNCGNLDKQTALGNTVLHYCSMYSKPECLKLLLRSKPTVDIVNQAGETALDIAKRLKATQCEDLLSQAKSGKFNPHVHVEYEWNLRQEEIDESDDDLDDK
GC-A act: GC-A (human) enzyme activation; HEK293 GC-A cells, cGMP TR-FRET, EC30 ANP; 0% at EC30 ANP, 100% saturating ANP; activation, % at 10 µM; 0.14% of 370,000 active; in the data active = activation above about 40%
mABHD4 FP: inhibitors of mouse ABHD4 | Q8VD66 | inhibition, % at 8.92 µM | purified mABHD4, FP-Rh probe fluorescence polarization | 0.54% of 370,000 active;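 active = inhibition exceeding the mean over every tested compound plus 3 SD, cut at about 30% in these data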;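 also: 0% = plate median of compound wells and 100% = S159A mutant with DMSO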
Target sequence (Q8VD66 whole entry, looked up): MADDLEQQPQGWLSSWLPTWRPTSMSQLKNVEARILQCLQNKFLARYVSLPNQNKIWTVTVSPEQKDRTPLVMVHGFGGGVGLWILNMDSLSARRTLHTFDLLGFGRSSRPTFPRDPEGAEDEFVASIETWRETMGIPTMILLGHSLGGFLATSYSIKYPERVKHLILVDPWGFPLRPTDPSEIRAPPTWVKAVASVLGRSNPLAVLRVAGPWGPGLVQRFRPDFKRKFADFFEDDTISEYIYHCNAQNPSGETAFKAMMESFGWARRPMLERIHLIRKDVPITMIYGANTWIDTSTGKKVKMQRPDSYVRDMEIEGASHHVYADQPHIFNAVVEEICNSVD
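Doses – 8.92 µM, single dose · Material – wild-type mouse ABHD4 protein · Replication – single well per compound (singlicate) · Measure – percent inhibition of probe binding, normalized to plate controls · Schedule – 45 min compound pre-incubation plus 60 min probe step, 25 °C · Detection – fluorescence polarization with parallel and perpendicular emission, 525/598 nm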
SMARCA2 act: activators of SMARCA2 function; MG213 cells, MMTV-luciferase reporter, dexamethasone, overnight; activation, % at 9.1 µM; 1% of 370,000 active; AID 652017; in the data active = activation above about 7.8%;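 also: 0% = vehicle wells and 100% = reference activator wells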
NPR2 activator: GC-B (human) receptor activation | P20594 | HEK293-GC-B cells, CNP EC30, cGMP TR-FRET; 0% at EC30 CNP, 100% saturating CNP | 0.11% of 370,000 active | AID 1920062 | activation, % at 10 µM;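 active = activation at 10 µM reaching about 35% in either raw or pattern-adjusted values, limit read from the data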
rCAG RNA binder: r(CAG) repeat RNA binding | TO-PRO-1 dye displacement fluorescence | inhibition, % at 3 µM | 1.3% of 370,000 active | AID 651821;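 active = inhibition above the plate cutoff, the mean of all test compounds on that plate plus 3 SD, cut at about 35% in these data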;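 also: 0% = DMSO alone and 100% = 100 µM mitoxantrone as full dye displacement; higher means more dye released from RNA so lower well fluorescence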
PG9 binder: binds the HIV-1 gp120 antibody PG9. TR-FRET gp120-PG9 antibody binding. inhibition, % at 6.7 µM. 0.43% of 360,000 active; in the data active = inhibition above about 8.5%
ARFGAP1 inhibitor: rat ARFGAP1 inhibition. Q62848. Arfgap1-stimulated ARF1 GTP hydrolysis, GDP FP detection. inhibition, % at 16.5 µM. 0.26% of 360,000 active. AID 651572;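 active = inhibition above a per-plate limit, mean inhibition of low control wells plus 3 SD, cut at about 25% in these data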;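 also: 0% = DMSO wells with enzyme and 100% = wells lacking Arfgap1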
Target sequence (Q62848 1-136 limits assumed): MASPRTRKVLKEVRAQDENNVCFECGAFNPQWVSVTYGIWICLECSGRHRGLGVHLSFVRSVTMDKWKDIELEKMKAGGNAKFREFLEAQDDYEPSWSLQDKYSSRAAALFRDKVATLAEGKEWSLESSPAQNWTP
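System: truncated rat Arfgap1 GAP domain / Medium: HEPES-based buffer, pH 7.5 / Also added: N-terminally truncated human ARF1-GTP substrate / Incubation: enzyme reaction 120 min at 25 °C after 20 min preincubation / Measured by: FP of antibody-bound GDP Alexa 633 tracer, ex 620/em 688 nm / Replicates: singlicate, each compound tested once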
HTRA1 inhibitor: HTRA1 (human) protease inhibition; 0.5% of 340,000 active; Q92743; AID 504803; inhibition, % at 5.96 µM; recombinant HTRA1, FP-rhodamine activity-based probe, fluorescence polarization; in the data active = inhibition above about 36%;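 also: 0% = enzyme with DMSO and 100% = wells lacking enzyme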
Rev-erbA mod: Rev-erb alpha (human) modulation; P20393; Rev-erbα–FITC-DNA binding, fluorescence polarization, 90 min; activity, % at 10 µM; 0.79% of 370,000 active; AID 1259318;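 active = activity above about 14%, limit read from the data; passing the limit was not always enough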;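 also: 0% = DMSO wells with 35 nM protein and 100% = DMSO wells with 750 nM protein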
Active calls of the source: *. Hits appear at their usual frequency, and some 4.4% of all compounds hit somewhere here.

`O=C(CSc1nc(O)c(C(c2ccccc2)c2ccccc2)c(=O)[nH]1)N1CCOCC1` gave ASAP1 GAP inh 8, GC-A act -2, mABHD4 FP 5, SMARCA2 act -1, NPR2 activator 4, rCAG RNA binder 1, PG9 binder -0.2, ARFGAP1 inhibitor -2, HTRA1 inhibitor -4 and Rev-erbA mod 1.
COc1ccccc1NC(=O)C1=C(C)Nc2nnnn2C1c1ccccc1OC (stereo unspecified) was read as ASAP1 GAP inh 5, GC-A act -5, mABHD4 FP 4, SMARCA2 act -1, NPR2 activator -2, rCAG RNA binder 10, PG9 binder 1.4, ARFGAP1 inhibitor 2, HTRA1 inhibitor 5 and Rev-erbA mod -4.
Screening CC/C(=N/NC(=O)c1ccc(Br)o1)c1ccc(Cl)cc1 returned ASAP1 GAP inh -9, GC-A act 1, mABHD4 FP 3, SMARCA2 act 1, NPR2 activator 6, rCAG RNA binder 2, PG9 binder -2.7, ARFGAP1 inhibitor 6, HTRA1 inhibitor -6 and Rev-erbA mod 1.
For Cc1ccc(-c2ccc(CCC(=O)O)n2-c2ccc(O)cc2)cc1 the results were ASAP1 GAP inh 8, GC-A act 1, mABHD4 FP 7, SMARCA2 act -3, NPR2 activator -1, rCAG RNA binder 14, PG9 binder 1.7, ARFGAP1 inhibitor 0, HTRA1 inhibitor 11 and Rev-erbA mod 5.
Fc1ccc2nc(-c3ccc(CN4CCC5(CC4)CNc4ccccc45)cc3)c(-c3ccccc3)nc2c1 was read as ASAP1 GAP inh 6, GC-A act -1, mABHD4 FP 7, SMARCA2 act -2, NPR2 activator 3, rCAG RNA binder 11, PG9 binder 1.4, ARFGAP1 inhibitor 17 and Rev-erbA mod 4.
`COCCNC(=O)C(=O)NCC1OCCN1C(=O)c1ccc(Cl)cc1` (stereo unspecified) gave ASAP1 GAP inh -5, GC-A act 2, mABHD4 FP 2, SMARCA2 act 0, NPR2 activator 0, rCAG RNA binder 1, PG9 binder -1.6, ARFGAP1 inhibitor -7, HTRA1 inhibitor -4 and Rev-erbA mod -4.
CC(=O)Nc1ccc(S(=O)(=O)Nc2cccc(N(C)S(C)(=O)=O)c2)cc1 was read as ASAP1 GAP inh -6, GC-A act 2, mABHD4 FP 4, SMARCA2 act 0, NPR2 activator -4, rCAG RNA binder 2, PG9 binder -0.6, ARFGAP1 inhibitor 7, HTRA1 inhibitor 2 and Rev-erbA mod 0.
Screening O=[N+]([O-])c1cc2c(cc1/C=N/n1cnnc1)OCO2 returned ASAP1 GAP inh 5, GC-A act 0, mABHD4 FP 14, SMARCA2 act -4, NPR2 activator -1, rCAG RNA binder 0, PG9 binder -1.2, ARFGAP1 inhibitor -7, HTRA1 inhibitor 2 and Rev-erbA mod 2.
O=S(=O)(NC1=NCCCCC1)c1ccc(Cl)cc1Cl was read as ASAP1 GAP inh -3, GC-A act 5, mABHD4 FP 4, SMARCA2 act -3, NPR2 activator 6, rCAG RNA binder -1, PG9 binder -1.8, ARFGAP1 inhibitor 2, HTRA1 inhibitor 2 and Rev-erbA mod -3.
For Cn1c(=O)[nH]c(=O)c2c1nc(N(CCO)Cc1ccccc1)n2CCCc1ccccc1 the results were ASAP1 GAP inh -3, GC-A act -2, mABHD4 FP 4, SMARCA2 act 0, NPR2 activator -3, rCAG RNA binder -1, PG9 binder 0.3, ARFGAP1 inhibitor 0, HTRA1 inhibitor -4 and Rev-erbA mod 6.

As a short view, 4 of the compounds above.
Fc1ccc2nc(-c3ccc(CN4CCC5(CC4)CNc4ccccc45)cc3)c(-c3ccccc3)nc2c1 was read as ASAP1 GAP inh 6, GC-A act -1, mABHD4 FP 7, SMARCA2 act -2, NPR2 activator 3, rCAG RNA binder 11, PG9 binder 1.4, ARFGAP1 inhibitor 17 and Rev-erbA mod 4.
`COCCNC(=O)C(=O)NCC1OCCN1C(=O)c1ccc(Cl)cc1` (stereo unspecified) gave ASAP1 GAP inh -5, GC-A act 2, mABHD4 FP 2, SMARCA2 act 0, NPR2 activator 0, rCAG RNA binder 1, PG9 binder -1.6, ARFGAP1 inhibitor -7, HTRA1 inhibitor -4 and Rev-erbA mod -4.
CC(=O)Nc1ccc(S(=O)(=O)Nc2cccc(N(C)S(C)(=O)=O)c2)cc1 was read as ASAP1 GAP inh -6, GC-A act 2, mABHD4 FP 4, SMARCA2 act 0, NPR2 activator -4, rCAG RNA binder 2, PG9 binder -0.6, ARFGAP1 inhibitor 7, HTRA1 inhibitor 2 and Rev-erbA mod 0.
Screening O=[N+]([O-])c1cc2c(cc1/C=N/n1cnnc1)OCO2 returned ASAP1 GAP inh 5, GC-A act 0, mABHD4 FP 14, SMARCA2 act -4, NPR2 activator -1, rCAG RNA binder 0, PG9 binder -1.2, ARFGAP1 inhibitor -7, HTRA1 inhibitor 2 and Rev-erbA mod 2.

New compounds follow.
For CC(=O)c1cccc(NC(=S)NC(=O)C(C)C)c1 the results were ASAP1 GAP inh -5, GC-A act 0, mABHD4 FP 1, SMARCA2 act 8.7*, NPR2 activator 4, rCAG RNA binder 3, PG9 binder -1.2, ARFGAP1 inhibitor 16, HTRA1 inhibitor -4 and Rev-erbA mod 1.
`CCOc1ccc2nc(NC(=O)Cn3[nH]c(=O)c4ccccc4c3=O)sc2c1` gave ASAP1 GAP inh -9, GC-A act -2, mABHD4 FP 2, SMARCA2 act 2, NPR2 activator -1, rCAG RNA binder 16, PG9 binder 1.1, ARFGAP1 inhibitor -8, HTRA1 inhibitor -26 and Rev-erbA mod -5.
Cc1ccc(NC(=O)CCC(=O)NNC(=S)Nc2ccc(F)cc2)c(C)c1 was read as ASAP1 GAP inh 9, GC-A act 1, mABHD4 FP 5, SMARCA2 act -3, NPR2 activator -5, rCAG RNA binder 1, PG9 binder 0.0, ARFGAP1 inhibitor -2, HTRA1 inhibitor 1 and Rev-erbA mod 0.
Cc1ccccc1-c1nn(-c2ccc(F)cc2F)cc1CNCCCO was read as ASAP1 GAP inh 12, GC-A act 0, mABHD4 FP 2, SMARCA2 act 0, NPR2 activator -2, rCAG RNA binder -5, PG9 binder -1.7, ARFGAP1 inhibitor 2, HTRA1 inhibitor -8 and Rev-erbA mod -4.
COc1ccc(C(=O)Nc2nc3ccccc3c(=O)[nH]2)cc1 was read as ASAP1 GAP inh -1, GC-A act 3, mABHD4 FP 2, SMARCA2 act 3, NPR2 activator -4, rCAG RNA binder 7, PG9 binder -0.2, ARFGAP1 inhibitor 8, HTRA1 inhibitor -9 and Rev-erbA mod 4.
For C[C@@H]1O[C@@H](OCCC(=O)O)[C@H](O)C[C@H]1O the results were ASAP1 GAP inh -13, GC-A act 0, mABHD4 FP -3, SMARCA2 act 1, NPR2 activator 4, rCAG RNA binder 2, PG9 binder 0.3, ARFGAP1 inhibitor -9, HTRA1 inhibitor 0 and Rev-erbA mod 2.
For Cc1nc2nc(C)n(CCN3CCOCC3)c(=O)c2c(-c2cccc([N+](=O)[O-])c2)c1C(=O)CCCCCCCCCCN1CCC(c2ccccc2)(c2ccccc2)CC1 the results were ASAP1 GAP inh 14, GC-A act -7, mABHD4 FP 30*, SMARCA2 act -2, NPR2 activator 3, rCAG RNA binder 10, PG9 binder -0.8, ARFGAP1 inhibitor -21, HTRA1 inhibitor -39 and Rev-erbA mod -3.
For Cc1c2cnn(-c3ccccc3)c(=O)c2c(C)n1CCCC(=O)N1CCN(C)CC1 the results were ASAP1 GAP inh 3, GC-A act -4, mABHD4 FP -2, SMARCA2 act -4, NPR2 activator -2, rCAG RNA binder 5, PG9 binder -1.1, ARFGAP1 inhibitor 20, HTRA1 inhibitor 7 and Rev-erbA mod 2.
For Cc1ccccc1NC(=O)C1CCCN(S(=O)(=O)c2ccc3c(c2)C(C)(C)C(=O)N3C)C1 (stereo unspecified) the results were ASAP1 GAP inh 6, GC-A act 6, mABHD4 FP 5, SMARCA2 act -1, NPR2 activator -2, rCAG RNA binder 1, PG9 binder -0.1, ARFGAP1 inhibitor 3, HTRA1 inhibitor 1 and Rev-erbA mod 0.
Cc1onc(-c2ccccc2Cl)c1C(=O)Oc1cccc2cccnc12 was read as ASAP1 GAP inh 11, GC-A act -10, mABHD4 FP 1, SMARCA2 act 3, NPR2 activator -1, rCAG RNA binder -6, PG9 binder -0.3, ARFGAP1 inhibitor -9, HTRA1 inhibitor 12 and Rev-erbA mod 16.
Screening CCOC(=O)N1CCN(c2c(NCCCN(C)c3ccccc3)c(=O)c2=O)CC1 returned ASAP1 GAP inh -2, GC-A act -4, mABHD4 FP 3, SMARCA2 act 1, NPR2 activator 2, rCAG RNA binder -2, PG9 binder -0.4, ARFGAP1 inhibitor 0, HTRA1 inhibitor 8 and Rev-erbA mod -4.
Screening CC(C)COC(=O)Nc1nnc(SCCOc2ccccc2)s1 returned ASAP1 GAP inh 3, GC-A act -3, mABHD4 FP 2, SMARCA2 act 1, NPR2 activator -7, rCAG RNA binder -1, PG9 binder 2.6, ARFGAP1 inhibitor -10, HTRA1 inhibitor -1 and Rev-erbA mod 2.
Screening CCN(CC)c1ccc(S(=O)(=O)N2CCOCC2)cc1NC(=O)CN1C(=O)NC2(CCC(C)CC2)C1=O (stereo unspecified) returned ASAP1 GAP inh 4, GC-A act 0, mABHD4 FP 3, SMARCA2 act -2, NPR2 activator -5, rCAG RNA binder -5, PG9 binder 0.9, ARFGAP1 inhibitor 5, HTRA1 inhibitor -1 and Rev-erbA mod 2.
Screening COC(=O)CSc1nc2ncccc2[nH]1 returned ASAP1 GAP inh -3, GC-A act 6, mABHD4 FP 2, SMARCA2 act 3, NPR2 activator 6, rCAG RNA binder -1, PG9 binder -0.6, ARFGAP1 inhibitor -7, HTRA1 inhibitor 1 and Rev-erbA mod 1.
CCOC(=O)N1CCN(C(=O)c2ccc3nc4ccsc4c(=O)n3c2)CC1 was read as ASAP1 GAP inh 3, GC-A act 5, mABHD4 FP 2, SMARCA2 act -1, NPR2 activator -1, rCAG RNA binder -1, PG9 binder -3.4, ARFGAP1 inhibitor 5, HTRA1 inhibitor 1 and Rev-erbA mod -5.
CCOC(=O)COc1ccc(/C=C2\NC(=S)N(CC)C2=O)cc1 was read as ASAP1 GAP inh -6, GC-A act 44*, mABHD4 FP -9, SMARCA2 act -1, NPR2 activator 51*, rCAG RNA binder -1, PG9 binder -2.4, ARFGAP1 inhibitor 3, HTRA1 inhibitor -3 and Rev-erbA mod -7.
`COC(=O)[C@H]1C[C@@]2(O)CN(S(=O)(=O)c3ccc(C)cc3)C[C@@]2(OC(=O)NC2CCCC2)C[C@H]1C(=O)OC` gave ASAP1 GAP inh 3, GC-A act 3, mABHD4 FP -5, SMARCA2 act -2, NPR2 activator 6, rCAG RNA binder 2, PG9 binder -1.3, ARFGAP1 inhibitor 12, HTRA1 inhibitor 5 and Rev-erbA mod 7.
Cc1ccc(S(=O)(=O)N/N=C/c2cc([N+](=O)[O-])ccc2O)cc1[N+](=O)[O-] was read as ASAP1 GAP inh 7, GC-A act -2, mABHD4 FP 5, SMARCA2 act -2, NPR2 activator 3, rCAG RNA binder 30, PG9 binder 1.8, ARFGAP1 inhibitor 0, HTRA1 inhibitor 4 and Rev-erbA mod 1.

Source: PubChem BioAssay (several laboratories)
